TDP1 cell CPT – DT40-hTDP1 cell growth loss with CPT | chicken DT40 Tdp1-/-;hTDP1 cells + 20 nM CPT, ATP luminescence, 48 h | Potency, µM (doses to about 46.2 µM), without a hit: top-dose activity change, negative = growth inhibition, usual class: inhibitors | actives 12% (n = 420,000); also: nearly all actives have a fitted effect of over 55% in size
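Chicken DT40 Tdp1-/- cells complemented with human TDP1, 400 cells/well, exposed to compounds plus 20 nM camptothecin for at least 48 h at 37 C; viability read as ATP content by CellTiter-Glo luminescence.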
GCN5L2 inh – inhibitors of human GCN5L2 histone acetyltransferase. Q92830. actives 0.21% (n = 390,000). GCN5L2 HAT assay, ThioGlo1 CoA-SH fluorescence. Potency, µM (series often up to 58.9 µM), without a hit: top-dose activity change, negative = inhibition, most hits filed as inhibitors
Target sequence (Q92830 whole entry, looked up): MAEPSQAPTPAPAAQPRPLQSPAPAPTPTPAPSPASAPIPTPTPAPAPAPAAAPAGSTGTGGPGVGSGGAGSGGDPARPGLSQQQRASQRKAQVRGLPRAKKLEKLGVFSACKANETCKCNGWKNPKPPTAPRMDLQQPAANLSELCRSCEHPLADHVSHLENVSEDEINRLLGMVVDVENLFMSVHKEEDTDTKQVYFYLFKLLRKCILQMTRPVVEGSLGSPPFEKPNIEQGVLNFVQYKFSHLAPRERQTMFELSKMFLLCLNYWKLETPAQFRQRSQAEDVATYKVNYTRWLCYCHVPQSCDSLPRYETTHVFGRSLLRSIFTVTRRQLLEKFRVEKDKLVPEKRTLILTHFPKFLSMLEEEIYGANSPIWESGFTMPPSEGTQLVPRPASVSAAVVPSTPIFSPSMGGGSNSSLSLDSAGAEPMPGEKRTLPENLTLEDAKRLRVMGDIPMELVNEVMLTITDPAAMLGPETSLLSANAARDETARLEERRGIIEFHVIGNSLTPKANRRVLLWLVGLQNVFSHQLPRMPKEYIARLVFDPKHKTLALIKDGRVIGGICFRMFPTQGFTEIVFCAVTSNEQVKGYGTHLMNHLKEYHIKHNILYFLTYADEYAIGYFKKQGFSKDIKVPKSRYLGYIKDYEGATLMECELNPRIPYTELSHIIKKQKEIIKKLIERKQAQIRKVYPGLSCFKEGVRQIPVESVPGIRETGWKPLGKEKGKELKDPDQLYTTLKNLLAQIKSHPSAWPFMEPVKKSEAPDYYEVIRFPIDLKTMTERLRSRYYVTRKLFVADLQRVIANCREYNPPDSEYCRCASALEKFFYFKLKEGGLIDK
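ThioGlo1-coupled HAT assay: 20nM GCN5L2, 70uM acetyl-CoA, 75uM H3(1-25) peptide, pH 7.5. Fluorescence read at 340/540nm at start and after 20 min at room temperature.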
DT40 TDP1 no CPT – qHTS for Inhibitors of human tyrosyl-DNA phosphodiesterase 1 (TDP1): qHTS in cells in absence of CPT; DT40 Tdp1-/- hTDP1 cells, no CPT, ATP luminescence, 48 h; Potency, µM (series often up to 46.2 µM), inactives show at the top dose activity change, negative = growth inhibition, most hits filed as inhibitors; actives 15% (n = 420,000); AID 686978, 2013; also: nearly all actives have a fitted effect of over 55% in size
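Stably hTDP1-transfected Tdp1-null chicken DT40 cells were treated with library compounds minus camptothecin and grown for at least 48 hr at 37 °C, after which cellular ATP was quantified by luminescence.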
Numbers without * were called inactive; ? = inconclusive; . = no result given; [ ] = another dose, or the depositor's remark. Calls follow the shape of the dose curve; as a rule, active = well fitted curve in the direction sought with a large enough effect; inconclusive = small, poorly fitted or top-dose-only effect, or another doubt; inactive = no such curve, though single readings can be large; an effect the other way counts as inactive or inconclusive. % is scaled to controls: 0 for no effect and ±100 for the full control effect; potency is read from the fitted curve at half-maximal effect. The list is partial. The share of hits here may be higher or lower than overall.

SMILES | TDP1 cell CPT | GCN5L2 inh | DT40 TDP1 no CPT
CCSc1nnc(NC(=O)c2ccc3nc[nH]c3c2)s1 | ? | -16% | ?
CC(C)CNc1ncnc2c1ncn2[C@H]1CN(Cc2ccc(Cl)cc2)C[C@@H](CO)O1 | ? | . | ?
O=C(c1ccc(C(F)(F)F)cc1)N1CCC(=O)N([C@H](COCc2ccccc2)Cc2ccccc2)CC1 | ? | . | ?
CCN(Cc1ccccc1)C(=O)c1ccc(CS(=O)c2ccccc2C)o1 (centres undefined) | ? | -19% | ?
COc1ccccc1NC(=O)COC(=O)C1CC2C=CC1C2 (centres undefined) | 18% | 3% | 10%
COc1ccc2c(c1)C(=NNC(=O)c1ccccn1)c1cc(OC)ccc1-2 | 4.6µM* | 25% | 2.6µM*
Cc1ccc2nc(/C(C#N)=C\c3cc(C)n(-c4cccc([N+](=O)[O-])c4)c3C)[nH]c2c1 | 8.2µM* | -3% | 9.2µM*
COc1ccccc1NC(=O)CSC1=Nc2ccccc2C2=NC(CC(=O)NCc3ccc4c(c3)OCO4)C(=O)N12 (centres undefined) | ? | -6% | ?
CCOC(=O)CSC1=C(C#N)C(c2ccc3c(c2)OCO3)CC(=O)N1 (centres undefined) | ? | . | 21µM*
O=C(NC1CCN(C(=O)Nc2cccc(F)c2)CC1)c1ccco1 | -10% | -8% | 2%
COc1ccc(OCc2ccc(-c3nc(C#N)c(N4CCC(C)CC4)o3)o2)cc1 | ? | -7% | 23µM*
Cc1ccc(NC(=O)CCC(=O)Nc2nnc(C3CCCCC3)s2)cc1 | 13% | -3% | 2%
COCCN1CN=C(Nc2nc3ccccc3s2)NC1 | 0% | -50% | ?
O=C(CCCCCn1nnc2ccccc2c1=O)N[C@H](C(=O)O)c1ccccc1 | 3% | 0% | 11%
O=C(C1CCCCN1S(=O)(=O)c1ccccc1)N1CCN(Cc2ccccc2)CC1 (centres undefined) | ? | 3% | -26%
CCn1c(SCC(=O)c2ccccc2)nnc1-c1ccoc1C | -3% | 0% | -15%
CC(C)Cc1nc2oc3c(NCCCN4CCOCC4)ncnc3c2c2c1CCC2 | 16µM* | -4% | ?
CC1=C(C(N)=O)C(c2cccc(O)c2)n2nc(CCCO)nc2N1 (centres undefined) | 18% | -7% | -6%
COc1ccccc1C1N(c2ccc(F)cc2)C(=O)C2CCCN21 (centres undefined) | ? | -4% | -17%
COc1cccc(-c2nc3ccccc3c(=O)n2NC(=O)c2cccnc2Cl)c1 | 3% | 22% | 4%
Cc1ccc(OCC(=O)Nc2ccccc2[N+](=O)[O-])c(Br)c1 | -9% | -4% | -25%
Cc1ccnc(NC(=O)CNC(=O)C23CC4CC(CC(C4)C2)C3)c1 | -3% | 2% | 1%
CCN(CC)C(=O)Cn1cc([N+](=O)[O-])cc1[N+](=O)[O-] | -10% | . | -6%
Cc1ccc(-c2nc(CSc3nncn4c3cc3occc34)c(C)o2)cc1 | ? | -11% | -30%
O=C(Nc1ccc2oc(-c3ccncc3)nc2c1)c1ccc2c(c1)OCCO2 | ? | 4% | ?
O=c1[nH]c2ccccc2cc1CN(Cc1ccco1)S(=O)(=O)c1ccc(F)cc1 | ? | -3% | ?
COc1ccc([C@H]2C[C@@H](n3cc(-c4ccc(F)cc4)nn3)[C@H](O)CN2Cc2cccs2)cc1 | -20% | . | ?
CCC(C)NC(=O)/C=C/c1ccc(S(=O)(=O)NCc2ccco2)cc1 (centres undefined) | 0% | -1% | -3%
CCN(Cc1ccccc1)C(=O)Cn1c(C(C)O)nc2ccccc21 (centres undefined) | 3% | -9% | 7%
COc1cc(CCC(=O)NCCc2ccc(F)cc2)cc(OC)c1OC | -21% | . | -18%
O=C(Nc1ccc(C(=O)N2CCOCC2)cc1)Nc1cccc2ccccc12 | -15% | -4% | 0%
CN(/N=C/c1ccc(Br)o1)C1=NS(=O)(=O)c2ccccc21 | -7% | -6% | -29%
Cc1nn(CCc2nn[nH]n2)c2nc(-c3ccccc3)cc(C(F)(F)F)c12 | -14% | -7% | -6%
O=C(COC(=O)c1ccccc1O)NCCC1=CCCCC1 | -2% | -1% | 18µM*
COc1ccc(C(=O)N2CC3(C)CC2CC(C)(C)C3)cc1OC (centres undefined) | ? | -3% | ?
O=C(CSc1nnc(C2CC2)n1-c1ccccc1)N1CCCC1 | 15% | -2% | 3%
Cc1cc(NC(=O)c2ccc(Cl)cc2)c(C(C)C)cc1O | -2% | -2% | -3%
CCCc1cc(=O)[nH]c(SCc2ccc(F)cc2)n1 | -1% | -17% | -1%
CCOc1ccc(/C=C2/SC(=S)N(CCC(=O)Nc3ccc(C(=O)O)cc3)C2=O)cc1 | 4% | -6% | 11%
COc1cc(/C=C2\SC(=S)N(CC(=O)O)C2=O)ccc1OC(=O)c1ccco1 | 17% | -3% | -8%
CCCN1Cc2cccc(C(=O)NCc3cccs3)c2C1=O | 2% | -2% | -5%
COCC1CCCN(Cc2ccc3c(c2)CN(C(=O)c2ccc(OC)nc2OC)CCO3)C1 (centres undefined) | 8%[9.04 µM] | . | -16%
CCC(=O)Nc1ccc(C(=O)N/N=C/c2ccccc2[N+](=O)[O-])cc1 | -29% | -12% | ?
COc1ccc(C)cc1NC(=O)CSc1nnnn1C1CCCC1 | -3% | 0% | 15%
CN(C)S(=O)(=O)c1cccc(COC(=O)c2cnccn2)c1 | -5% | 0% | -21%
O=C(CCCCCN1C(=O)c2ccccc2C1=O)Nc1ccc(C(=O)O)cc1 | 13% | -7% | -1%
CCOC(=O)C1CCN(C(=O)c2cc3c(ccc4ccccc43)o2)CC1 | -9% | -2% | ?
O=C(CCS(=O)(=O)c1cc2c(cc1Cl)NC(=O)CO2)NCc1ccc(F)cc1 | -10% | ? | 0%
O=C(Cn1c(=O)n(Cc2ccco2)c(=O)c2c3c(sc21)CCCCC3)c1ccccc1 | 15µM* | -16% | 15µM*
COc1ccc(-c2csc(N(Cc3ccco3)C(=O)c3cccs3)n2)cc1 | ? | -21% | ?
CC(C)NC(=O)N(C)C[C@H]1Oc2c(NS(=O)(=O)c3ccc(F)cc3)cccc2C(=O)N([C@H](C)CO)C[C@@H]1C | -4% | 3% | 2%
COc1cccc(CNc2nc3cc(-c4ccc(OC)c(OC)c4)sc3c(=O)n2C)c1 | -7% | . | -16%
Cc1c(C(=O)NCc2cccc(Cl)c2)sc2nc3n(c(=O)c12)CCCC3 | ? | -9% | ?
CC1C(=O)C(C)C(c2ccc(O)cc2)NC1c1ccc(O)cc1 (centres undefined) | -18% | 0% | -8%
Cc1nnc(NC(=O)C2CCCN2C(=O)Nc2ccccc2)s1 (centres undefined) | -4% | -3% | 13%
Cc1cccc(NS(=O)(=O)c2ccc3[nH]c(=O)cc(C(=O)OC(C)C(=O)Nc4ccc([N+](=O)[O-])cc4)c3c2)c1 (centres undefined) | -3% | -19% | ?
CCCN1CCC(C(=O)NC(c2ccc(Cl)cc2)c2ccsc2)CC1 (centres undefined) | ? | . | 2.9µM*
COc1ccc(/C=C/C(=O)Nc2cc(C)nn2-c2nc3ccccc3n2Cc2cccc([N+](=O)[O-])c2)cc1 | -24% | -3% | -6%
CCC1CCc2sc(C(=O)NC3CCN(Cc4ccccc4)CC3)cc2C1 (centres undefined) | 21µM* | -3% | 13µM*
C=CCNC(=O)c1c(CSc2ccc(Cl)cc2)noc1C(=O)NCCC | -26% | . | ?

(cont.)
SMILES | TDP1 cell CPT | GCN5L2 inh | DT40 TDP1 no CPT
CS(=O)(=O)c1ccccc1C(=O)Nc1ccc(-c2nc3ccccc3o2)cc1 | ? | -9% | 23µM*
CCC(=O)n1nc(-c2ccc(Cl)cc2)nc1SC | -5% | -9% | -6%
COC(=O)c1cscc1NC(C)=O | -4% | -2% | 0%
Cc1ccccc1Oc1ccccc1N | -8% | -10% | 5%
Cc1cc(C)cc(-c2nnc(SCc3ccc(C(=O)O)cc3)o2)c1 | ? | 1% | ?
O=C(OCCCc1cc2ccccc2c(=O)o1)N1CCOCC1 | ? | -1% | ?
COc1ccc(Nc2cc(C)nc(-n3nc(C)cc3C)n2)cc1Cl | 0.37µM* | -6% | 0.15µM*
COC1CCN(C(=O)CC2C(=O)NCCN2CC(C)(C)C)CC1 (centres undefined) | 7% | -8% | 23%
Cc1cc(C(=O)N2CCC(C)CC2)on1 | 19% | 0% | 23%
CC(=O)N=c1sc2cc(C)ccc2n1C | 1% | -4% | -15%
Cc1ccccc1-c1nc2ccccc2[nH]1 | -25% | 3% | -29%
CCCCn1c(CNC(=O)Cc2ccccc2)nc2ccccc21 | ? | -6% | ?
Cc1cccc(NC(=O)c2cc(S(=O)(=O)N3CCCCC3)ccc2Cl)n1 | -29% | -3% | ?
CC(C)OC(=O)c1cccnc1SCC(=O)N(C)c1ccccc1 | -4% | 1% | -9%
Cc1nccc(-c2ccc(-n3cnc4ccccc43)cc2)n1 | ? | -5% | ?
Cc1ccc(Cl)cc1NC(=O)CN1C(=O)NC(C)(C2CC2)C1=O (centres undefined) | -6% | -1% | 11%
Cc1ccc(CC(=O)OCC(=O)NC2CCCC(C)C2C)cc1C (centres undefined) | -22% | -12% | -22%
CCOC(=O)C1(CCCc2ccccc2)CCN(C(=O)C2CCCN(C(N)=O)C2)CC1 (centres undefined) | -3% | -2% | -6%
Cc1ccc(CCNC(=O)C2CCN(S(=O)(=O)N3CCCC3)CC2)cc1 | ? | 0% | ?
Cc1ccc2nc(/C=C/c3ccc(N(C)C)cc3)ccc2c1 | 13µM* | . | 13µM*
COc1ccc(CN(C)CC(O)COc2ccc(-c3ccccc3)cc2)cc1OC (centres undefined) | 18µM* | -1% | ?
O=C(NCCCSc1ccccc1)c1cccnc1 | -6% | -4% | 0%
CCn1cc(C2=NC(c3ccccc3)CO2)c2ccccc21 (centres undefined) | ? | -1% | -18%
CCOc1ccc2nc(NC3=NC(c4ccc(OC)cc4)CC(=O)N3)nc(C)c2c1 (centres undefined) | 23µM* | -25% | 21µM*
CC(C)(C)c1ccc(S(=O)(=O)NC(=O)C2(C)CCN2C(=O)Cc2ccc(-c3ccccc3)cc2)cc1 (centres undefined) | -22% | . | -20%
Cc1nn(CC(=O)Nc2c(C)n(C)n(-c3ccccc3)c2=O)c(C)c1[N+](=O)[O-] | -4% | 1% | 0%
Cc1ccc(CSCCNC(=O)CSc2ccccc2)cc1 | 7% | 1% | -24%
O=C(Nc1ccc(N2CCN(C(=O)c3cccs3)CC2)cc1)c1ccc(F)cc1 | -25% | -5% | 23µM*
S=C(Nc1ccccc1)N1CCN(C2CCCCC2)CC1 | -23% | 0% | 1%
CCOc1ccc(CNS(=O)(=O)c2ccc3c(c2)CCCN3C(C)=O)cc1 | ? | -7% | ?
Cc1ccc(C(=O)OCC(=O)N(CC(C)C)c2c(N)n(Cc3ccccc3)c(=O)[nH]c2=O)cc1[N+](=O)[O-] | 1% | -8% | -25%
Cc1ccc(-c2nn3cnnc3c3ccccc23)cc1 | ? | -7% | ?
CC(C)CN(C(=O)c1ccc(-n2cncn2)c([N+](=O)[O-])c1)C1CCS(=O)(=O)C1 (centres undefined) | 3% | -1% | -6%
Cc1cccc(N2CCN(S(=O)(=O)c3c(C)[nH]c(C)c3C(=O)N3CCCCC3)CC2)c1C | 21µM* | -9% | ?

Structural class: the entries above with a thiophene ring, fused or not
SMILES | TDP1 cell CPT | GCN5L2 inh | DT40 TDP1 no CPT
COc1ccc([C@H]2C[C@@H](n3cc(-c4ccc(F)cc4)nn3)[C@H](O)CN2Cc2cccs2)cc1 | -20% | . | ?
CCCN1Cc2cccc(C(=O)NCc3cccs3)c2C1=O | 2% | -2% | -5%
O=C(Cn1c(=O)n(Cc2ccco2)c(=O)c2c3c(sc21)CCCCC3)c1ccccc1 | 15µM* | -16% | 15µM*
COc1ccc(-c2csc(N(Cc3ccco3)C(=O)c3cccs3)n2)cc1 | ? | -21% | ?
COc1cccc(CNc2nc3cc(-c4ccc(OC)c(OC)c4)sc3c(=O)n2C)c1 | -7% | . | -16%
Cc1c(C(=O)NCc2cccc(Cl)c2)sc2nc3n(c(=O)c12)CCCC3 | ? | -9% | ?
CCCN1CCC(C(=O)NC(c2ccc(Cl)cc2)c2ccsc2)CC1 (centres undefined) | ? | . | 2.9µM*
CCC1CCc2sc(C(=O)NC3CCN(Cc4ccccc4)CC3)cc2C1 (centres undefined) | 21µM* | -3% | 13µM*
COC(=O)c1cscc1NC(C)=O | -4% | -2% | 0%
O=C(Nc1ccc(N2CCN(C(=O)c3cccs3)CC2)cc1)c1ccc(F)cc1 | -25% | -5% | 23µM*

Entries shown so far that contain a CF3 group:
SMILES | TDP1 cell CPT | GCN5L2 inh | DT40 TDP1 no CPT
O=C(c1ccc(C(F)(F)F)cc1)N1CCC(=O)N([C@H](COCc2ccccc2)Cc2ccccc2)CC1 | ? | . | ?
Cc1nn(CCc2nn[nH]n2)c2nc(-c3ccccc3)cc(C(F)(F)F)c12 | -14% | -7% | -6%
